Bioassay records from PubChem BioAssay.
MLL CXXC-DNA inh – qHTS Fluorescence Polarization Assay for Inhibitors of MLL CXXC domain - DNA interaction; MLL-CXXC / FITC-HOXA9 DNA fluorescence polarization; Potency, µM (series often up to 115 µM), inactives show at the top dose activity change, negative = inhibition, most hits filed as inhibitors; hit rate 0.037% among 290,000; active = well fitted inhibition curve with a large enough effect in the polarisation, with a control signal flat, not every such curve was filed as active; inconclusive = small, poorly fitted or top-dose-only effect, or effect the other way, or a change in a side signal; inactive = no such curve, though single readings can be large or run the other way; the % refers to the polarisation; note: potency is the fitted concentration of half-maximal effect
Target sequence (Q03164 whole entry, looked up, the tested form may be a part): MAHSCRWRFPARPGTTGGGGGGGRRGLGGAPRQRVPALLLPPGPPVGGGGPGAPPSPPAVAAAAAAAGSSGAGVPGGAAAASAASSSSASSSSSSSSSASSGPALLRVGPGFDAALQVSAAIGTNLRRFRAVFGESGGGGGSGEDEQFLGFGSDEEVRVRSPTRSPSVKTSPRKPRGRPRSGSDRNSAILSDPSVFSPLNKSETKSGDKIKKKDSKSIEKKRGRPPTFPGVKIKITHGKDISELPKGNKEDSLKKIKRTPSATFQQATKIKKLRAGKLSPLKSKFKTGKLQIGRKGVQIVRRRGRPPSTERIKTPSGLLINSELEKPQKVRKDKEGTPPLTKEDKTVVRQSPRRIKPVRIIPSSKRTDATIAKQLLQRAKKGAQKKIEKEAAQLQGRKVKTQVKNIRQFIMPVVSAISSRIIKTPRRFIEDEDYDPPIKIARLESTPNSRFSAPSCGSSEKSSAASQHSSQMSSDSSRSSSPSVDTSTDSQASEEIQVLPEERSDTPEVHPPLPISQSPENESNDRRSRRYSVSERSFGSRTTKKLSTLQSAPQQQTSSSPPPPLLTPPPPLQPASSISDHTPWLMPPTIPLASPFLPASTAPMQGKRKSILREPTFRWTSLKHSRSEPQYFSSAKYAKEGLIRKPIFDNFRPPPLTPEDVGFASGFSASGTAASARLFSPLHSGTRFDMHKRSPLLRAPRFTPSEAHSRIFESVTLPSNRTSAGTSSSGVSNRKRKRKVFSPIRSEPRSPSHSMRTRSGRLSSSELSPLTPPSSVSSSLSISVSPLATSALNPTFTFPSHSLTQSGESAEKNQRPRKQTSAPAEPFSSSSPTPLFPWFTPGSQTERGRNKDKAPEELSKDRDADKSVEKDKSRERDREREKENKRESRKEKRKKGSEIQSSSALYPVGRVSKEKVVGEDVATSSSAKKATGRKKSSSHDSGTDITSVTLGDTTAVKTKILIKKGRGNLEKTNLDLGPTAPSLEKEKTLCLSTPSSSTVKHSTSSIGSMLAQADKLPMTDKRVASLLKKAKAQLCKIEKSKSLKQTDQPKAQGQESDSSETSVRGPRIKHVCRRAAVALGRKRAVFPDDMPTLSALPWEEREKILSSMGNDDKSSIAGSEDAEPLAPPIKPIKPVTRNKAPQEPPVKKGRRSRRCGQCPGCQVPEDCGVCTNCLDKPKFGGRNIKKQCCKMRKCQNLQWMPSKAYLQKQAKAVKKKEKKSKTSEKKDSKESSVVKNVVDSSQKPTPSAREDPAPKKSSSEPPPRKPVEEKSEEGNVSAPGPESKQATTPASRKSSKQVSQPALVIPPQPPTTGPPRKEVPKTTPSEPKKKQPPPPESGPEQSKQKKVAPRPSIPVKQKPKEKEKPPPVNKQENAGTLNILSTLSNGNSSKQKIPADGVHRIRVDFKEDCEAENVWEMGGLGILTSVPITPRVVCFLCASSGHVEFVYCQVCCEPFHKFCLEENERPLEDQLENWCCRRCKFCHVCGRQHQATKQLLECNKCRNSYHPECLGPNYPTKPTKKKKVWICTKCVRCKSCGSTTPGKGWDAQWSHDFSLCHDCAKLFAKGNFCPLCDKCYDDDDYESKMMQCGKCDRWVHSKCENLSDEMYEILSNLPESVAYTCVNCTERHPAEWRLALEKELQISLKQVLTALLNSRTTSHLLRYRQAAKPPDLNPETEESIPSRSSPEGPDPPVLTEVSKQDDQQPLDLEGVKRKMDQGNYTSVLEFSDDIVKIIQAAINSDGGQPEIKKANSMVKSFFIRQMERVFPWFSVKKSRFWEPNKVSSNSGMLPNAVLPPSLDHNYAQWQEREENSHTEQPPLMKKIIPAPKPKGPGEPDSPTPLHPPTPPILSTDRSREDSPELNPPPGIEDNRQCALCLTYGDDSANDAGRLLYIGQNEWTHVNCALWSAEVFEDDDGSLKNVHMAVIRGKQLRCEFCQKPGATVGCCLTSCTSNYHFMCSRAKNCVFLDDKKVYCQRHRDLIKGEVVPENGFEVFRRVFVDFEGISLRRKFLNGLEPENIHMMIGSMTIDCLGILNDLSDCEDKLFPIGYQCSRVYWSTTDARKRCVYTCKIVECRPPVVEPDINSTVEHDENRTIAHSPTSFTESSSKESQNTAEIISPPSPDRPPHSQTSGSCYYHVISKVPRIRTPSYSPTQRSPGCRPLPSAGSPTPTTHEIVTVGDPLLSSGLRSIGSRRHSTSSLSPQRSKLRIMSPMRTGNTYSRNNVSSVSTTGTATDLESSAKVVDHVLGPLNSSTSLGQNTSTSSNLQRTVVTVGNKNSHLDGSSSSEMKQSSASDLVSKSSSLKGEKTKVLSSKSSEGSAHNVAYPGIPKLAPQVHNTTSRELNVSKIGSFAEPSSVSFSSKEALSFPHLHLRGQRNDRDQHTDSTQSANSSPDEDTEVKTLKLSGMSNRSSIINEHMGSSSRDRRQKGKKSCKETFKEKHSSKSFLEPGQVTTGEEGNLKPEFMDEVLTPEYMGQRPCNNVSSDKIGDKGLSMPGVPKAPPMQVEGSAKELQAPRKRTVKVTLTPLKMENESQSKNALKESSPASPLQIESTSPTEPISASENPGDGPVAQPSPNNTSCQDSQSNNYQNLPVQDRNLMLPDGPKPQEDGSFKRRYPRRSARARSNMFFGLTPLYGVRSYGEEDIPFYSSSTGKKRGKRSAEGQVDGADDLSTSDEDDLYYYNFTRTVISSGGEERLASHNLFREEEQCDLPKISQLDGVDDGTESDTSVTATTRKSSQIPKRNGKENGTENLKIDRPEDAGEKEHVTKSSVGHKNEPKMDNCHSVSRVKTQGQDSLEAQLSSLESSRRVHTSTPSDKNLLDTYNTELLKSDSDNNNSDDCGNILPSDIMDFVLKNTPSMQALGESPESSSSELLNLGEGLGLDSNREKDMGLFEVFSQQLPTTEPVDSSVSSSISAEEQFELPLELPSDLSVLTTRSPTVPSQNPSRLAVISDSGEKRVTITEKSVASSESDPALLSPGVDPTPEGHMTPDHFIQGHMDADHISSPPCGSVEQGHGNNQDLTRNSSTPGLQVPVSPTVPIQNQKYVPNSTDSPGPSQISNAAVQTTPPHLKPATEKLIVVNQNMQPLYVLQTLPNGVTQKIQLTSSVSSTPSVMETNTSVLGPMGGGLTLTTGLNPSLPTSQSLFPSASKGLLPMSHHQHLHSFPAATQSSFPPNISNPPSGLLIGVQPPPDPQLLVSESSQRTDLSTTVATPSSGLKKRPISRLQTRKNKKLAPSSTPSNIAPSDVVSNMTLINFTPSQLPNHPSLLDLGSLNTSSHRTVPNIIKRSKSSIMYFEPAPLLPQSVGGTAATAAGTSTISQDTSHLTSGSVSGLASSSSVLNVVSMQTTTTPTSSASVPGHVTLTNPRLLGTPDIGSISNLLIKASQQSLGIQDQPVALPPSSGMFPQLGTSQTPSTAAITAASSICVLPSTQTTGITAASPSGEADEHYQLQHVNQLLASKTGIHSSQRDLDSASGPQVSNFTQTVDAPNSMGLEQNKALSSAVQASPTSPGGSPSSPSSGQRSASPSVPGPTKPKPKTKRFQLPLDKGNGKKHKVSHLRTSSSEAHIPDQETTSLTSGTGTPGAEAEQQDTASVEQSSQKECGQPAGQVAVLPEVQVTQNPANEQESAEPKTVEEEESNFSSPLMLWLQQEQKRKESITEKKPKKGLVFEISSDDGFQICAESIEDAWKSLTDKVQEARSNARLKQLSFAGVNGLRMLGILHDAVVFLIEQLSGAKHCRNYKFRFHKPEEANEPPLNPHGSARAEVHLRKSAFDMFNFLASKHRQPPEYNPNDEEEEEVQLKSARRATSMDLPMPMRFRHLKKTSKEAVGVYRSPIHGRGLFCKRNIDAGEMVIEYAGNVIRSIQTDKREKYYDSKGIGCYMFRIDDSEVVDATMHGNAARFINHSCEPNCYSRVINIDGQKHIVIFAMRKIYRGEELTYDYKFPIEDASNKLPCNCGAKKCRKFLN
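Purified MLL-CXXC (added from a 7 uM solution) was preincubated 5 min at ambient with pinned compounds in 50 mM Tris-HCl pH 7.5, 50 mM NaCl, 1 mM DTT, 0.05% BSA. Fluorescein-labeled HOX-A9 DNA (50 nM solution) followed, 30 min, then polarization read.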
TSG101-PTAP inh – qHTS Assay for Iinhibitors of HIV-1 Budding by Blocking the Interaction of PTAP/TSG101; Fluorescence polarization, FITC-PTAP peptide / Tsg101 binding; Potency, µM (top dose mostly 115 µM), inactives show at the top dose activity change, negative = inhibition, usual class: inhibitors; 340,000 tested, under 10 active; AID 493005, 2010; active = well fitted inhibition curve with a large enough effect in the main read-out, with a control signal flat, not every such curve was filed as active; inconclusive = small, poorly fitted or top-dose-only effect, or effect the other way, or a change in a side signal; inactive = no such curve, though single readings can be large or run the other way; note: potency is the fitted concentration of half-maximal effect; % of control where 0% means no effect
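Steps: Tsg101 binding domain dispensed (10 uM final), compounds pinned in DMSO, FITC-labeled PTAP-motif peptide added (50 nM final); after 20 min binding at room temperature, polarization measured.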
p53 reactivation – qHTS assay for re-activators of p53 using a Luc reporter; H1299 p53-A138V BP100-luciferase reporter, luminescence, 24 h; Potency, µM (titrated, usually from 92.2 µM), for the others: top-dose activity change, positive = activation, usual class: activators; hit rate 0.063% among 320,000; note: potency is the fitted concentration of half-maximal effect; % of control where 0% means no effect; nearly all actives have a fitted effect of over 45% in size
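H1299 (p53-null), stable ts p53-A138V + BP100-Luc; 1000 cells/well, Opti-MEM/10% FBS; cpd 4 pt, 1:5; 24 h, 37 deg C, 5% CO2; detection reagent 10 min RT; luminescence.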
A-T KAP1 phos – qHTS Assay for Identifying a Potential Treatment of Ataxia-Telangiectasia; Potency, µM (titrated, usually from 57.5 µM), without a hit: at the highest dose activation, most hits filed as activators; hit rate 0.19% among 320,000; […] A-T fibroblasts, KAP-1 phosphorylation AlphaLISA; neocarzinostatin DNA damage 30 min before lysis; note: potency is the fitted concentration of half-maximal effect; % of control where 0% means no effect; nearly all actives have a fitted effect of over 45% in size
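hTERT-immortalized A-T patient fibroblasts ([…]), 500 cells/well in OPTI-MEM, 1% FBS, got compounds for 60 min, then NCS for 30 min at 37C. Lysates were then assayed for phospho-KAP-1 by AlphaLISA (anti-pKAP1 donor, anti-KAP1 acceptor beads), 6 hr at 25C.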
a7 integrin act – qHTS for Activators of Integrin-Mediated Alleviation for Muscular Dystrophy | alpha7betagal myoblasts, beta-gal FDG fluorescence, 48 h | Potency, µM (top dose mostly 38.3 µM), for the others: at the highest dose activation, actives largely listed as activators | hit rate 0.064% among 350,000;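 note: potency is the fitted concentration of half-maximal effect; 100% = response of the positive control SU9516; nearly all actives have a fitted effect of over 60% in size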
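Alpha7betagal+/- myoblasts (passage 13) were plated 16-24 hr, then exposed to compounds (1:260 dilution of DMSO stock) for 48 hours at 37C. After MPER lysis, β-galactosidase reporter activity was read as FDG fluorescence (ex 480/em 540) after 30 minutes.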
B2AR arrestin – qHTS assay of beta-arrestin-biased ligands of beta2-adrenergic receptor. Beta-2 adrenergic receptor (Homo sapiens), P07550. beta-arrestin recruitment to beta2AR, cell-based reporter. Potency, µM (highest dose often 46.1 µM), for the others: top-dose activation, hits mostly activators. hit rate 0.02% among 330,000. AID 492947, 2010;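 note: potency is the fitted concentration of half-maximal effect; 0% = DMSO controls and full agonism = EC100 isoproterenol or metaproterenol; nearly all actives have a fitted effect of over 65% in size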
TCR act – Activators of T cell receptors: qHTS campaign; primary human leukocytes, anti-CD3, IL-2 HTRF, 48 h; Potency, µM (highest dose often 9.22 µM), without a hit: at the highest dose activation of IL-2 secretion, hits mostly activators; 330,000 tested, under 10 active; AID 504894, 2011; note: % of control where 0% means no effect
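IL-2 release read by HTRF sandwich (Eu cryptate donor, d2 acceptor, 665 nm emission) after 48 hr exposure of primary human leukocytes to compound together with anti-CD3 beads in the absence of co-stimulatory signals.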
TRPV1 ag – HTS Assay for Compounds that Act as Agonists of the Vanilloid Receptor 1. TRPV1-expressing cells, Fluo-8 calcium influx, agonist mode. activation, % at 8.33 µM. hit rate 0.19% among 320,000; in the data active = activation above about 80%; inconclusive = between about 30% and that limit; note: 0% is about no effect
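Fluo-8 calcium influx in TRPV1-expressing cells, kinetic read (ex 480/em 520 nm). Compound added and read 3 min for agonist activity, followed by capsaicin at EC20 final and 2 min further read for enhancement.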
ELG1 DNA repair – qHTS screen for small molecules that inhibit ELG1-dependent DNA repair in human embryonic kidney (HEK293T) cells expressing luciferase-tagged ELG1 | hit rate 2.3% among 330,000 | Potency, µM (top dose mostly 46.1 µM), for inactives: at the top dose activity change, negative = inhibition, hits mostly inhibitors | HEK293T ELG1-luciferase reporter, luminescence, 16 h; DNA damage induced by 5-fluorouridine; note: potency is the fitted concentration of half-maximal effect; % is set by controls: 0 for no effect and ±100 for the full control effect; nearly all actives have a fitted effect of over 55% in size
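HEK293T cells expressing luciferase-tagged ELG1 (2,000/well) received 5-Fluorouridine plus compound or DMSO for 16 hr at 37 °C. Luciferase was read by ONE-Glo luminescence after 30 min at room temperature.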
BRCA1 expr act – qHTS Assay to Identify Small Molecule Activators of BRCA1 Expression. hit rate 1.1% among 380,000. MCF7-BRCA1-FFLuc reporter, luminescence, 48 h; response scale: scaled: vehicle 0%, 10 µM genistein 100%. Potency, µM (doses to about 46.1 µM), inactives show at the top dose activation, usual class: activators. AID 624202, 2012; note: potency is the fitted concentration of half-maximal effect; nearly all actives have a fitted effect of over 80% in size; some results filed as inactive show a strong effect at the top dose
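Activators of BRCA1 expression were detected as increased firefly luciferase luminescence in engineered MCF7 cells after 48 h compound incubation. Signals were scaled to genistein 10 microM as full activation.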
Numbers without * were called inactive; ? = inconclusive; / = not tested or not shown; [ ] = dose if it differs, or a comment. Unless noted, calls come from the whole dose curve; as a rule, active = well fitted curve in the direction sought with a large enough effect; inconclusive = small, poorly fitted or top-dose-only effect, or another doubt; inactive = no such curve, though single readings can be large; an effect the other way counts as inactive or inconclusive.

Molecule | MLL CXXC-DNA inh | TSG101-PTAP inh | p53 reactivation | A-T KAP1 phos | a7 integrin act | B2AR arrestin | TCR act | TRPV1 ag | ELG1 DNA repair | BRCA1 expr act
CCN1C(=O)N(S(=O)(=O)c2ccc(C)cc2)[C@@H](c2ccccc2)C(C(=O)OC)=C1C | 4% | -3% | 0% | -6% | -29% | 0.1% | 1% | 10 | -14% | -52%
Cc1cc(C(=O)N2CCc3ccccc32)c2ccccc2n1 | -3% | 1% | -7% | 12% | 1% | -3.0% | 9% | 1 | 0% | 3%
CCCOP(=O)(c1ccc(N(C)C)cc1)C(O)c1ccncc1 (stereo unspecified) | -2% | -4% | -3% | -1% | -24% | 0.2% | 1% | -2 | 10% | 5%
CCOC(=O)CSC1=N/C(=C\c2cccnc2)C(=O)N1c1ccc(OC)cc1 | -1% | 1% | 1% | 1% | 0% | -1.1% | 4%[46.1 µM] | -3 | 0% | -8%
O=C(Cn1cc([N+](=O)[O-])ccc1=O)N1CCc2ccccc21 | / | 0% | 8% | 8% | 0% | -0.2% | -4% | / | 23% | 5%
Cc1ccc(C(C)c2c(C)c([N+](=O)[O-])cc(C)c2[N+](=O)[O-])cn1 (stereo unspecified) | 2% | 0% | 13% | 8% | -33% | -0.2% | -10% | 0 | -7% | -31%
CC(=O)N/C(=N/c1nc(C)cc(C)n1)Nc1ccc(NC(C)=O)cc1 | 0% | -6% | -5% | -2% | -6% | 0.0% | -24% | -1 | 0% | -2%
CCC(O)CNC(=O)NC(=C(Cl)Cl)c1ccc(C)c(F)c1 (stereo unspecified) | -2% | -7% | ? | 1% | -53%[inhibitor] | -0.3% | 0%[46.1 µM] | 7 | ? | -64%
CC(C)CN(C(=O)COC(=O)c1ccccc1SCC(=O)N1CCCC1)C1CCS(=O)(=O)C1 (stereo unspecified) | / | -3% | / | / | 8% | / | 1% | / | / | -19%
O=C1C2C3CCC(O3)C2C(=O)N1c1nccs1 (stereo unspecified) | / | 1% | / | / | -19% | / | 0% | / | / | -2%
CCS(=O)(=O)N1CCCC(C(=O)NCC2CCCO2)C1 (stereo unspecified) | -2% | -8% | 1% | 1% | 2% | -0.2% | -4% | 1 | 1% | -2%
COC(=O)[C@]1(C)N[C@H](CN(C)C(=O)Nc2ccc(C)cc2)[C@@H]2C(=O)N(Cc3ccccc3)C(=O)[C@@H]21 | / | -6% | -4% | 10% | 2% | -1.0% | -5% | / | 11% | 2%
COc1cc(C(C(=O)NC2CCCC2)N(CCO)C(=O)Cn2nnc(-c3ccc(C)o3)n2)ccc1O (stereo unspecified) | 9% | -5% | 11% | -2% | -17% | -0.1% | -1% | 1 | 3% | -7%
COc1cccc(CN2CCNC(=O)C2CC(=O)NCCn2ccc3ccccc32)c1OC (stereo unspecified) | 4% | -2% | 0% | -5% | -1% | -0.2% | 0% | -2 | -6% | -4%
CC(=O)c1c(C)[nH]c(C(=O)CN2C(=O)NC(C)(CCC(C)C)C2=O)c1C (stereo unspecified) | -2% | 0% | -5% | 9% | -28% | 0.1% | -2% | 2 | -4% | -30%
Nc1cc(=O)[nH]c(SCc2nnc(-c3ccccc3)o2)n1 | -6% | -4% | 6% | 5% | -1% | 0.0% | 4% | 0 | 2% | 8%
CNC(=S)N/N=C/c1ccc(-c2cccc(C(=O)O)c2)o1 | -5% | -8% | 18% | -41% | -41% | -0.5% | 5% | 2 | ? | ?
O=C(CSCc1ccc(Cl)cc1)NCc1ccccn1 | 3% | 0% | -1% | 9% | -2% | -0.5% | 2%[46.1 µM] | 11 | 0% | 22%
CCOc1ccccc1OCC(=O)OCC(=O)c1c(N)n(CC(C)C)c(=O)n(C)c1=O | / | -6% | 3% | 15% | 3% | 0.0% | / | 1 | ? | -19%
Cc1oc2c(cc(NS(=O)(=O)c3cccs3)c3ccccc32)c1C(=O)OC(C)C | 7% | -2% | 4% | 4% | -4% | 6.5% | 9%[46.1 µM] | 0 | -6% | -70%
CC(=O)NS(=O)(=O)c1ccc(NC(=O)COc2ccc(C(=O)c3ccccc3)cc2)cc1 | -1% | -2% | 7% | -4% | -10% | -0.1% | -5%[46.1 µM] | 2 | -3% | -5%
CN1CCCC1CCOC(C)(c1ccccc1)c1ccc(Cl)cc1 (stereo unspecified) | 19% | ? | / | / | / | / | -1% | / | / | 2%
O=c1c2ccccc2nc(/C=C/c2cccc([N+](=O)[O-])c2)n1CCCO | / | -7% | / | / | -18% | / | 1% | / | / | 0%
CCn1cc(C(=O)OCC(=O)c2ccccc2)c(=O)c2ccc(C)nc21 | 1% | -4% | -2% | -1% | 9% | 0.2% | 5% | 0 | 3% | -4%
CCCC[C@H](CN[C@@H](CNC)[C@H](C)CC)NCCC12CCC(CC1)C2 | 23% | -3% | -6% | -2% | -50%[inhibitor] | -1.1% | -5% | 3 | -2% | -84%
O=C(N/N=C/c1ccc(Cl)cc1)Nc1ccccc1 | -1% | -6% | 11% | 0% | 30% | 0.2% | / | -3 | ? | ?
Cc1cccc(N2CCN(C(=O)Cn3cnc4c3c(=O)n(C)c(=O)n4C)CC2)c1C | -3% | 1% | -8% | -2% | -19% | -0.5% | 2%[46.1 µM] | 0 | 21µM* | 2%
COc1ccc(-c2cc(C(F)(F)F)n3nc(C(=O)NCCCn4ccnc4)cc3n2)cc1 | 3% | -2% | -1% | / | -5% | -0.3% | -2% | -15 | ? | -36%
CC(C)CCN(Cc1ccco1)S(=O)(=O)c1ccc(-c2ccc(=O)[nH]n2)s1 | 5% | 0% | 0% | 0% | ? | -0.2% | -1% | ? | 0% | -34%
CN(Cc1nc(-c2ccc(Cl)cc2)no1)C(=O)c1ccco1 | -4% | -6% | -1% | -3% | 0% | 0.0% | -1% | 0 | -6% | 83%

A different layout for 6 compounds above.
Every second line gives: MLL CXXC-DNA inh | TSG101-PTAP inh | p53 reactivation | A-T KAP1 phos | a7 integrin act | B2AR arrestin | TCR act | TRPV1 ag | ELG1 DNA repair | BRCA1 expr act
CCCC[C@H](CN[C@@H](CNC)[C@H](C)CC)NCCC12CCC(CC1)C2
→ 23% | -3% | -6% | -2% | -50%[inhibitor] | -1.1% | -5% | 3 | -2% | -84%
O=C(N/N=C/c1ccc(Cl)cc1)Nc1ccccc1
→ -1% | -6% | 11% | 0% | 30% | 0.2% | / | -3 | ? | ?
Cc1cccc(N2CCN(C(=O)Cn3cnc4c3c(=O)n(C)c(=O)n4C)CC2)c1C
→ -3% | 1% | -8% | -2% | -19% | -0.5% | 2%[46.1 µM] | 0 | 21µM* | 2%
COc1ccc(-c2cc(C(F)(F)F)n3nc(C(=O)NCCCn4ccnc4)cc3n2)cc1
→ 3% | -2% | -1% | / | -5% | -0.3% | -2% | -15 | ? | -36%
CC(C)CCN(Cc1ccco1)S(=O)(=O)c1ccc(-c2ccc(=O)[nH]n2)s1
→ 5% | 0% | 0% | 0% | ? | -0.2% | -1% | ? | 0% | -34%
CN(Cc1nc(-c2ccc(Cl)cc2)no1)C(=O)c1ccco1
→ -4% | -6% | -1% | -3% | 0% | 0.0% | -1% | 0 | -6% | 83%

Other results follow.
Molecule | MLL CXXC-DNA inh | TSG101-PTAP inh | p53 reactivation | A-T KAP1 phos | a7 integrin act | B2AR arrestin | TCR act | TRPV1 ag | ELG1 DNA repair | BRCA1 expr act
O=S(=O)(NC1CC1)c1ccc2c3c(cccc13)CC2 | -4% | -7% | -1% | 1% | -2% | 0.3% | 0% | -1 | -12% | -15%
O=C(Nc1ccc(N2CCCC2)c(Cl)c1)c1ccc2c(c1)OCCO2 | / | -3% | / | / | 3% | / | -42% | / | / | -3%
Cc1c(CCC(=O)N2CCC[C@H]2C(=O)O)c(=O)oc2cc3oc4c(c3cc12)CCCC4 | -17% | 1% | -1% | 2% | -44%[inhibitor] | 0.0% | 1% | 1 | ? | -21%
CCC(CC)c1nnc(NC(=O)CN2C(=O)C3C4C=CC(C4)C3C2=O)s1 (stereo unspecified) | -13% | -5% | 2% | / | 0% | 0.3% | -9% | 1 | -3% | -6%
